Compound activity: PubChem, National Center for Advancing Translational Sciences (NCATS)
IL-2 act – activators of IL-2; IL-2 activation reporter assay, cell-based qHTS; stimulated with anti-CD3/CD4/CD28 beads; in transgenic mouse T cells; activation, % (series mostly up to about 46 µM); 0.065% of 360,000 active; AID 652025; in the data active = activation above about 50%; inconclusive = mostly about 30% to 49%; also: 0% is about no effect
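Unstimulated transgenic mouse T cells; 60-min compound exposure; bead-based TCR/CD4/CD28 stimulation; 18 h culture, 37 degrees C; dual fluorescence (EGFP, DsRed) plate cytometry.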
Abeta rescue – A-beta toxicity reversal in yeast. Potency, µM (top dose mostly 46.1 µM), for the others: at the highest dose growth rescue, actives largely listed as activators. yeast expressing A-beta42, growth rescue, OD600, 48 h; response scale: 0% DMSO, 100% iron-clioquinol control. 0.063% of 410,000 active; also: potency is read from the fitted curve at half-maximal effect; nearly all actives have a fitted effect of over 55% in size
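Growth rescue measured by 600 nm absorbance after 48 h yeast culture at 30 C with compound. Values normalized between DMSO and an equimolar ferric chloride plus clioquinol control.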
PLK1 PBD block – inhibitors of human PLK1 polo-box domain binding. Potency, µM, for inactives: max response, negative = inhibition, actives largely listed as inhibitors. Plk1 PBD binding of FITC phosphopeptide, fluorescence polarization. 2.8% of 360,000 active. AID 720504; also: potency is read from the fitted curve at half-maximal effect; series mostly up to about 57 µM; % is scaled to controls: 0 for no effect and ±100 for the full control effect; nearly all actives have a fitted effect of over 65% in size
Target sequence (P53350 whole entry, looked up, the tested form may be a part): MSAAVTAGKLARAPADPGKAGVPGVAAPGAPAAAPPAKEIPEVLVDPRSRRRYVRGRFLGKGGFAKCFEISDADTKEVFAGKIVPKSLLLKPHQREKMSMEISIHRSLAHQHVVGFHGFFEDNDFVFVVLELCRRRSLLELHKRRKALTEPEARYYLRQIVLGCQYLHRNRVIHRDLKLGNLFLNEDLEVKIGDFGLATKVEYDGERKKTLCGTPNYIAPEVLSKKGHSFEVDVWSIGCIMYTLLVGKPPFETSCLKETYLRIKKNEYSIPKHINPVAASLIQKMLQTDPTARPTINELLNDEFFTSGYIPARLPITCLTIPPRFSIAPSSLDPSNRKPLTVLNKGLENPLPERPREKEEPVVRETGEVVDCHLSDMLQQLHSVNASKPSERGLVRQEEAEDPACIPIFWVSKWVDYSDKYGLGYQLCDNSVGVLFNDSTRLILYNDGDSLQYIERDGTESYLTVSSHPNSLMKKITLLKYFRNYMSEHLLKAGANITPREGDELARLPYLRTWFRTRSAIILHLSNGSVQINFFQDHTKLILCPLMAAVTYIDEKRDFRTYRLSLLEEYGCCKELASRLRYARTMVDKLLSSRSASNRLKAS
EPAC1 antagonist – EPAC1 (human) antagonism. O95398. EPAC1 GEF assay, Rap1b-BODIPY-GDP exchange fluorescence. Potency, µM (titrated, usually from 115 µM), inactives show at the top dose activity change, negative = inhibition, most hits filed as inhibitors. 0.14% of 360,000 active. AID 720709;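 also: potency is read from the fitted curve at half-maximal effect; plate controls were vehicle for no effect and positive control for full effect; nearly all actives have a fitted effect of over 50% in size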
PI5P4Ka inh – PI5P4K alpha (human) kinase inhibition | P48426 | max response, % | 1.2% of 330,000 active | PI5P4Kalpha enzyme, ADP-Glo luminescence, 60 min; stronger effect = lower value; active = max response of -50% or lower; inconclusive = between -30% and -50%; inactive = -30% or higher; also: value at the top dose of about 77 µM; % is scaled to controls: 0 for no effect and ±100 for the full control effect
Target sequence (P48426 whole entry, looked up): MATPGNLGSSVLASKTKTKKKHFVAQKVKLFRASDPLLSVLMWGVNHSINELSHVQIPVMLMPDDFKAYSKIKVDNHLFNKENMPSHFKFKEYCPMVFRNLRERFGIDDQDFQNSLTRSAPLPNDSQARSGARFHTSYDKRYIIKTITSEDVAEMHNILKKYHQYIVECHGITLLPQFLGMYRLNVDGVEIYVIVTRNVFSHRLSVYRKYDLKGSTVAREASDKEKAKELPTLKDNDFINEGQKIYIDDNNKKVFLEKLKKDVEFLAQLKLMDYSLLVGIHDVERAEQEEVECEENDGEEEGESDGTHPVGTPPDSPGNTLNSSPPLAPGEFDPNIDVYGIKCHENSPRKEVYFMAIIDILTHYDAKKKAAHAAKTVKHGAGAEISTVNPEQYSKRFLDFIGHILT
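Enzyme plus substrate dispensed, test compounds pinned in, then ATP (5 microM final) added. After 60 min at RT, ADP-Glo reagent 1 for 45 min and reagent 2 for 30 min preceded luminescence imaging.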
FUS suppressor – suppressors of FUS proteinopathy in yeast; S. cerevisiae FUS-expressing, growth rescue, OD600, 24 h; Potency, µM (highest dose often 76.6 µM), inactives show top-dose growth rescue (activation), hits mostly activators; 0.24% of 390,000 active;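 also: potency is read from the fitted curve at half-maximal effect; plate controls were DMSO vehicle for no effect and reference control for full effect; nearly all actives have a fitted effect of over 55% in size; some results filed as inactive show a strong effect at the top dose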
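S. cerevisiae expressing FUS from galactose induction served as the toxicity model. Growth after 24hr at 30C, read as absorbance at 600 nm, indicates suppression of toxicity; compounds dosed at several concentrations.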
EPAC1 agonist – activates human EPAC1 exchange factor; O95398; EPAC1 agonist qHTS, biochemical assay; response scale: 100% = response to 6.5 mM cAMP; Potency, µM (doses to about 154 µM), for inactives: at the top dose activation, usual class: activators; 0.073% of 360,000 active; AID 720707; also: potency is read from the fitted curve at half-maximal effect; nearly all actives have a fitted effect of over 60% in size
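Normalized to 6.5 mM cAMP, activity reflects EPAC1-catalysed release of BODIPY-GDP from Rap1B, followed kinetically over 30 min at 480 nm excitation, 540 nm emission. Reaction contained 100 nM EPAC1, 250 nM Rap1B-BODIPY-GDP, 50 uM GDP.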
WRN inhibitor – inhibitors of human WRN helicase | Q14191 | 0.46% of 360,000 active | Potency, µM (titrated, usually from 114 µM), for inactives: at the highest dose activity change, negative = inhibition, actives largely listed as inhibitors | AID 651768 | WRN helicase unwinding, fluorescent forked duplex, kinetic; also: potency is read from the fitted curve at half-maximal effect; % is scaled to controls: 0 for no effect and ±100 for the full control effect; nearly all actives have a fitted effect of over 55% in size
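WRN at 20 nM final preincubated with compound 15 min at room temperature; reaction started with 100 nM fluorophore/quencher forked duplex oligonucleotide and 2 mM ATP final. Unwinding followed kinetically by red fluorescence (ex 525, em 598 nm).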
* marks the source's active call; other numbers are inactive results; ? = inconclusive; · = not tested or not shown; & = joins results of further samples; [ ] = remark or other dose. Unless noted, calls follow the shape of the dose curve; as a rule, active = well fitted curve in the direction sought with a large enough effect; inconclusive = small, poorly fitted or top-dose-only effect, or another doubt; inactive = no such curve, though single readings can be large; an effect the other way counts as inactive or inconclusive. The order is random. Share with any hit: about 4.1%.

Structure	IL-2 act	Abeta rescue	PLK1 PBD block	EPAC1 antagonist	PI5P4Ka inh	FUS suppressor	EPAC1 agonist	WRN inhibitor
CCCCc1ccc(NC(=S)NCCc2ccc(S(N)(=O)=O)cc2)cc1	-0.9	2%	2%	-20%	6	8%	11%	-10%
CCn1nnc(NC(=O)c2ccc(Br)o2)n1	2.7	-16%	-2%	-4%	4	-7%	1%	-17%
O=C1COc2ccc(C(=O)COC(=O)CCSc3ccc(Cl)cc3)cc2N1	-1.0	1%	-5%	-14%	1	0%	10%	-7%
CCOC(=O)/C=C/c1ccc2c(c1)S(=O)(=O)N(c1cccc(OC)c1)[C@H]2CC(=O)OCC	-0.2	-8%	-1%	0%	1	21%	-6%	-4%
CCOC(=O)c1cc(-c2ccccc2)nn1Cc1cc(C)no1	0.2	-20%	-4%	-7%	0	-11%	-10%	-5%
CN1CCN(C(c2cccs2)c2nnnn2Cc2ccc(F)cc2)CC1 (stereo not given)	-0.9	-3%	-8%	2%	6	2%	-1%	-6%
COCCCN1C(=O)C(CC(=O)NC2CCCC2)CC(C(=O)N(C(C)C)C(C)C)=C1C (stereo not given)	-0.3	-13%	-10%	8%	5	2%	?	-3%
COC(=O)c1ccc(Cl)c(NC(=O)CN(c2ccccc2)S(=O)(=O)c2ccc(OC)cc2)c1	-0.2	1%	-15%	-23%	15	·	17%	-6%
COc1ccc(-c2cc(C(=O)N3CCN(c4ccccc4OC)CC3)no2)cc1OC	-0.4	-6%	-13%	-12%	-3	45%	6%	-11%
COCCCNS(=O)(=O)c1ccc2c3c(cccc13)C(=O)S2	-0.2	-4%	-9%	-5%	2	2%	3%	-3%
Nc1nccnc1C(=O)OCC(=O)NNC(=O)c1ccccc1	-1.4	2%	-3%	-16%	-13	5%	-6%	-10%
Cc1ccc(C(=O)CN2CCC(NC(=O)C3CCCCC3)CC2)cc1	-1.7	-8%	-20%	5%	-13	14%	-7%	-6%
COc1ccccc1C1CC(c2c(-c3ccccc3)c3cc(Cl)ccc3[nH]c2=O)=NN1S(C)(=O)=O (stereo not given)	-0.3	10%	10%	-10%	-4	?	21%	-7%
COc1ccc(CCNc2ccc(C)cc2)cc1	2.7	1%	1%	4%	·	6%	4%	-3%
C=CCOc1ccc(/C=C/C(C)=N\O)cc1	0.1	-16%	-1%	-8%	-2	-1%	-4%	4%
O=C(CSc1nnc(-c2cccs2)o1)c1cccs1	-1.6	12%	1%	12%	·	-2%	-5%	-5%
COc1cc(CNC2CCCCCCC2)cc(Cl)c1OCC(N)=O	0.2	-8%	-9%	4%	2	-16%	13%	5%
Cc1cc(NC(=O)C2CCN(S(=O)(=O)c3cccs3)CC2)no1	-1.3	?	-17%	-24%	1	24%	-2%	1%
CC(=O)Nc1ccccc1-c1nc2ccc(C(=O)N3CCN(c4ccccc4)CC3)cc2[nH]c1=O	-2.1	-7%	-7%	-8%	-15	4%	-7%	-11%
O=C(CCC(=O)Nc1ccc(F)cc1)N/N=C/c1ccncc1	-2.0	-11%	-6%	-19%	-4	31%	3%	-27%[57.1 µM]
CN1C(=O)C2C3c4ccccc4C(c4ccccc43)[C@@H]2C1=O (stereo not given in full)	-1.8	-10%	2%	-9%	4	-29%	-13%	0%
Cc1cc(C)n(-c2nc3sc4c(c3c3nnc(SCC(N)=O)n23)CC(C)(C)OC4)n1	-3.0	8%[9.22 µM]	-1%	-15%	3	-27%	6%	-8%
Cc1ccc(-c2cc(C(=O)NC3CCN(Cc4ccccc4)CC3)c3ccccc3n2)cc1	-0.6	9%	-5%	-15%	-4	4%	-46%[inhibitor]	-15%
C[C@@H]1CN([C@@H](C)CO)C(=O)c2cc(Br)cnc2O[C@H]1CN(C)Cc1cccc(C(=O)O)c1	-1.9	-9%	-20%	-12%	6	-11%	-12%	-1%
Cc1cc(O)ccc1NC(=O)Cc1cccc2ccccc12	0.6	-13%	-3%	13%	-1	-2%	4%	12%

Seven records drawn at random from the list so far, as already listed:
Structure	IL-2 act	Abeta rescue	PLK1 PBD block	EPAC1 antagonist	PI5P4Ka inh	FUS suppressor	EPAC1 agonist	WRN inhibitor
Cc1cc(NC(=O)C2CCN(S(=O)(=O)c3cccs3)CC2)no1	-1.3	?	-17%	-24%	1	24%	-2%	1%
O=C(CCC(=O)Nc1ccc(F)cc1)N/N=C/c1ccncc1	-2.0	-11%	-6%	-19%	-4	31%	3%	-27%[57.1 µM]
CN1CCN(C(c2cccs2)c2nnnn2Cc2ccc(F)cc2)CC1 (stereo not given)	-0.9	-3%	-8%	2%	6	2%	-1%	-6%
CCCCc1ccc(NC(=S)NCCc2ccc(S(N)(=O)=O)cc2)cc1	-0.9	2%	2%	-20%	6	8%	11%	-10%
COc1ccccc1C1CC(c2c(-c3ccccc3)c3cc(Cl)ccc3[nH]c2=O)=NN1S(C)(=O)=O (stereo not given)	-0.3	10%	10%	-10%	-4	?	21%	-7%
COc1ccc(-c2cc(C(=O)N3CCN(c4ccccc4OC)CC3)no2)cc1OC	-0.4	-6%	-13%	-12%	-3	45%	6%	-11%
COc1ccc(CCNc2ccc(C)cc2)cc1	2.7	1%	1%	4%	·	6%	4%	-3%

Later entries:
Structure	IL-2 act	Abeta rescue	PLK1 PBD block	EPAC1 antagonist	PI5P4Ka inh	FUS suppressor	EPAC1 agonist	WRN inhibitor
CCC(C)Sc1cc(-c2nc3ccccn3c2NC2CCCCC2)ccc1OC (stereo not given)	-4.2&-0.8	-57%&-19%[inhibitor]	-7%&-18%	-19%&5%	9&-7	?	-9%&-9%	-6%&-9%
Cc1nnc(NC(=O)c2cccc(S(=O)(=O)N3CCOCC3)c2)s1	2.0	14%	-1%	2%	-1	42%	-4%	-17%
O=C(NC1(C(=O)O)CCCC1)c1ccccc1	0.4	0%	-4%	-12%	-9	-9%	0%	2%
COc1ccc(C2/C=C\CN(S(=O)(=O)c3ccc4ccccc4c3)CC(=O)N2Cc2ccc(F)cc2)cc1 (stereo not given)	-0.8	12%	-3%	-4%	11	21%	1%	-8%
CCS(=O)(=O)c1ccc2oc(SCC(=O)NCCc3ccc(F)cc3)nc2c1	-3.8	-11%	-1%	-6%	-5	6%	10%	-2%
CC(=O)c1cccc(NC(=O)Cn2nc(-c3ccccc3Cl)ccc2=O)c1	0.9	-7%	6%	-4%	3	-11%	-6%	-5%
CC(C)(C)NC(=O)NC(=O)CN1CCN(c2ccc(O)cc2)CC1	-3.8	-7%	-11%	22%	8	26%	1%	-35%
N#Cc1ccc(C(=O)N2CCN(S(=O)(=O)c3ccc(Br)s3)CC2)cc1	-1.3	1%	-1%	-4%	-12	-3%	3%	4%
CCc1nc(CN2CCN(c3cc(C(F)(F)F)ccn3)CC2)c(C)[nH]1	0.0	-4%	-5%	-9%	-6	-19%	11%	4%
Cc1cc(-c2nnc(CCC(=O)N(C)Cc3ccsc3)o2)no1	0.4	-11%	6%	9%	1	1%	9%	3%
CCCC(=O)Nc1ccc(NC(=O)c2ccccc2)nc1	4.0	-19%	-1%	-24%	-3	3%	4%	-7%
CCOC(=O)CSc1nc2c(cnn2-c2ccc(Cl)cc2)c(=O)[nH]1	-2.8	-4%	-3%	8%	6	-18%	-5%	-1%
Cc1ccc(S(=O)(=O)NN=Cc2c(O)ccc3ccccc23)cc1	-2.0	-59%[inhibitor]	-13%	2%	-2	-4%	-2%	0%
COc1ccc2oc(=N)c(C(=O)Nc3ccccc3)cc2c1	-0.4	-2%	-1%	0%	2	-23%	0%	-6%
CCN(CC(=O)NCc1ccc2c(c1)OCO2)S(=O)(=O)c1ccc(F)cc1	2.0	15%	0%	5%	-1	2%	8%	5%
CN(CC(=O)Nc1cccc(F)c1)C(=O)c1ccc(COc2ccccc2)o1	-0.5	2%	-1%	-10%	-4	·	0%	5%
CCC1CCCCN1CCCNC(=O)Cn1ncc2c([nH]c3ccc(C)cc32)c1=O (stereo not given)	-1.6	5%	-3%	-4%	-4	11%	19%	-6%
CCCNc1cc(=S)nc(N)[nH]1	-0.7	18%	19µM*	-10%	-24	19%	7%	-4%
C#CCN(C[C@H]1[C@H](OC(=O)NC2CCCC2)[C@H](OC(=O)NC2CCCC2)C[C@@H](C(=O)OC)[C@H]1C(=O)OC)S(=O)(=O)c1ccc(C)cc1	1.0	5%	?	-19%	-1	?	-4%	-3%
COc1ccccc1C(=O)Nc1cccc(NC(C)=O)c1	0.4	-5%	3%	-3%	·	28%	-1%	-14%
Cn1c(SCC(=O)N2c3ccccc3CCc3ccccc32)nnc1-c1ccc(O)cc1	-1.0	13%	-9%	-9%	-7	21%	4%	?
CC(C)(C)c1ccc(/C=N/OCC(=O)NCc2ccc(F)cc2)cc1	-4.7	?	-5%	?	27	43%	0%	-9%
O=C(NCc1ccco1)c1cc2nc(-c3cccs3)cc(C(F)(F)F)n2n1	6.4	-8%	-6%	0%	·	22%	1%	-7%
CN(C)/C=C(/C(=O)c1ccccc1Cl)S(=O)(=O)c1ccccc1	0.1	16%	-5%	-5%	·	20%	7%	4%
O=C(Cn1cc(C(F)(F)F)cc(Cl)c1=O)NCCc1ccccc1	-0.6	5%	-1%	-20%	3	·	-4%	-24%

Carrying on:
Structure	IL-2 act	Abeta rescue	PLK1 PBD block	EPAC1 antagonist	PI5P4Ka inh	FUS suppressor	EPAC1 agonist	WRN inhibitor
Cc1nnc(NC(=O)c2cccc(S(=O)(=O)N3CCc4ccccc43)c2)s1	3.4	9%	-1%	-13%	1	-14%	-8%	-13%
O=C1OC(c2cccc([N+](=O)[O-])c2)C2(CCCC2)C(=O)C12CCCCC2 (stereo not given)	0.1	-10%	1%	-5%	7	30%	-5%	-11%
Cc1ccc(C)c(OCCCCN2CCCCC2)c1	2.4	-15%	2%	1%	-4	-13%	6%	5%
COc1ccc(-n2c(-c3cc(-c4ccccc4)sc3N)n[nH]c2=S)cc1	-0.4	0%	-1%	17%	-20	27%	-6%	-5%
